Assay outcomes as filed in PubChem.
ARNT-TACC3 inh: disruptors of human ARNT/TACC3 interaction; 390,000 tested, 0.66% active; inhibition, % at 9.99 µM; AlphaScreen His-ARNT PAS-B/GST-TACC3 binding, luminescence; TACC3 fragment carries E629A point mutation; Q9Y6A5;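 active means mean inhibition of replicates at least 50% and at least half of replicates each reaching 50%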;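 further: 0% = complete ARNT plus TACC3 wells and 100% = ARNT alone without TACC3; many hits fall short of the cut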
Statin myotox sup: protects C2C12 myotubes from simvastatin toxicity; ATP luminescence, 48 h; scaled: DMSO 0, geranylgeraniol control 100; rescue of ATP level, % at 7.49 µM; 330,000 tested, 0.78% active;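 active means mean ATP rescue above about 67%, or every replicate alone reaching that limit, limit read from the data, passing the limit was not always enough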;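 further: myotubes were challenged with 10 µM simvastatin during compound exposure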
GSIS activator: primary screen for activators of insulin secretion dependent on glucose, INS-1E cells, GLuc reporter luminescence. INS-1E GLuc reporter insulin secretion, 2-3 h. 370,000 tested, 0.61% active. activation, % at 16.6 µM. AID 743287;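 active means lowest replicate activation of at least 40%, so every replicate reaches that level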;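 further: 0% = median of neutral control wells and 100% = median of IBMX positive control wells; some compounds called inactive have numbers as strong as hits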
PglD DTNB: PglD (C. jejuni) enzyme inhibition; purified PglD enzyme, DTNB colorimetric CoA detection; inhibition, % at 12.5 µM; 360,000 tested, 0.098% active; AID 602405; in the data active means inhibition above about 16%, passing the limit was not always enough; further: strong numbers were not always called active
PGC1a acetyl inh: PGC1a acetylation modulation, inhibitor mode | U2OS PGC1a acetylation, AlphaScreen anti-acetyl-lysine; with virally co-expressed GCN5 acetyltransferase | inhibition, % at 15.6 µM | 350,000 tested, 0.17% active | AID 651687;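 active means every replicate shows inhibition of at least 40%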;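 further: 0% = neutral control wells and 100% = positive control wells; some results beyond the cut were filed as inactive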
PAX8 reporter: inhibitors of PAX8 transcriptional activity in RMG-I cells; RMG-I TPO-luciferase reporter, SteadyGlo, 24 h; inhibition, % at 12.6 µM; 360,000 tested, 1.2% active;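 active means mean replicate inhibition at least 60% with every replicate also reaching 60%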;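 further: luciferase light reporting Pax8 driven TPO promoter activity; plate controls were median of neutral control wells for no effect and mitoxantrone controls for full effect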
Cneo AK release: causes C. neoformans cell lysis | adenylate kinase release luminescence, 4 h; normalised: neutral wells 0, clomiphene wells 100 | lysis activity, % at 15 µM | 360,000 tested, 0.2% active | AID 651654;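 active means mean lysis activity across replicates of at least 80%, whatever share of replicates individually reach that level; inactive means mean lysis activity below 80%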
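Schedule: static 4 h at 37 °C with compound, 1 h detection; system: C. neoformans cells; benchmarks: Clomiphene as positive control; buffer or medium: fresh YPD medium; measure: luminescence rise reflecting yeast cell lysis; measured by: luminescent adenylate kinase detection reagent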
LGR2 antag: blocks bursicon-induced cAMP signaling via Drosophila LGR2 | HEK293 LGR2, CRE-luciferase, bursicon-stimulated, 4 h | inhibition, % at 9.99 µM | 380,000 tested, 0.35% active;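 active means drop in luminescence signal, shown as inhibition above about 50% in the replicate tests, limit read from the data, passing the limit was not always enough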;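 further: agonist challenge used bursicon conditioned medium at about half maximal strength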
Numbers without * were called inactive; · = no result given.

canonical_smiles | ARNT-TACC3 inh | Statin myotox sup | GSIS activator | PglD DTNB | PGC1a acetyl inh | PAX8 reporter | Cneo AK release | LGR2 antag
CCOC(=O)/C(N=Nc1ccc(C(=O)O)cc1[N+](=O)[O-])=C(\C)O | -4 | · | 13 | · | 11 | 7 | · | 0
CCC(C)(C)NC(=O)C(c1ccc(C)cc1)N(CC1CCCO1)C(=O)CCC(=O)Nc1ccccn1 (stereo unspecified) | 2 | -6 | -16 | · | · | 8 | · | -2
Cc1ccccc1C(=O)N1CCc2ccccc2C1 | -4 | 27 | 0 | 2 | 3 | · | 0 | -17
COc1ccc(CCNC(=O)C(=O)NCC2OCCN2C(=O)c2ccc(Cl)cc2)cc1OC (stereo unspecified) | 2 | · | 23 | -2 | -5 | 10 | 1 | 12
O=C(C[C@H]1CC[C@@H]2[C@H](COC[C@H](O)CN2Cc2ccc(Oc3ccccc3)cc2)O1)N1CCc2ccccc2C1 | 1 | -6 | · | 0 | -15 | 28 | 1 | ·
C[C@H]1CCCCO[C@@H](CN(C)C(=O)Nc2cccc3ccccc23)[C@@H](C)CN([C@@H](C)CO)C(=O)c2cc(NC(=O)Cc3ccccc3)ccc2O1 | -1 | -56 | 4 | 1 | -4 | 43 | 2 | 13
C[C@@H]1CN([C@H](C)CO)C(=O)c2cc(NC(=O)NC3CCCCC3)ccc2O[C@@H](C)CCCCO[C@H]1CN(C)C(=O)C1CCCCC1 | -4 | -63 | -4 | 2 | 12 | 16 | 2 | 6
COc1cccc(-c2ccc3c(c2)[C@@H]2[C@@H](CCN2Cc2ccccc2OC)[C@@H](CO)N3)c1 | 20 | -25 | 29 | 0 | -20 | 5 | 0 | -11
C[C@@H]1CN([C@@H](C)CO)C(=O)Cc2cc(NS(=O)(=O)c3cccs3)ccc2O[C@@H]1CN(C)C(=O)Nc1ccc(C(F)(F)F)cc1 | -5 | -11 | -4 | 0 | -2 | -15 | 0 | -2
COCCCn1c(=O)c2sccc2n(Cc2cccc(C)c2)c1=O | -29 | 14 | 17 | -1 | -6 | 22 | 5 | -13

A second format for part of the listing above.
Compound: C[C@H]1CCCCO[C@@H](CN(C)C(=O)Nc2cccc3ccccc23)[C@@H](C)CN([C@@H](C)CO)C(=O)c2cc(NC(=O)Cc3ccccc3)ccc2O1
- ARNT-TACC3 inh = -1
- Statin myotox sup = -56
- GSIS activator = 4
- PglD DTNB = 1
- PGC1a acetyl inh = -4
- PAX8 reporter = 43
- Cneo AK release = 2
- LGR2 antag = 13
Compound: CCOC(=O)/C(N=Nc1ccc(C(=O)O)cc1[N+](=O)[O-])=C(\C)O
- ARNT-TACC3 inh = -4
- Statin myotox sup = ·
- GSIS activator = 13
- PglD DTNB = ·
- PGC1a acetyl inh = 11
- PAX8 reporter = 7
- Cneo AK release = ·
- LGR2 antag = 0

Next section.
canonical_smiles | ARNT-TACC3 inh | Statin myotox sup | GSIS activator | PglD DTNB | PGC1a acetyl inh | PAX8 reporter | Cneo AK release | LGR2 antag
O=C(COC(=O)c1c(F)cccc1F)Nc1ccccc1OC(F)F | -1 | 3 | 25 | -3 | 18 | -9 | 1 | 5
S=c1[nH]nc(-c2ccco2)n1/N=C/c1ccccc1Cl | -5 | · | -7 | · | · | -15 | · | 11
CC(C(=O)Nc1cc(C(F)(F)F)ccc1N1CCOCC1)N1C(=O)C2CCCCC2C1=O (stereo unspecified) | -3 | 11 | -3 | 4 | 2 | 8 | 0 | -20
Cc1ccc(C(C(=O)NC2CCCC2)N(Cc2ccccc2)C(=O)c2csnn2)o1 (stereo unspecified) | · | -4 | -9 | -6 | · | 6 | 0 | -5
COc1ccc(Cc2noc(CN(C)CC(O)c3ccccc3)n2)cc1OC (stereo unspecified) | -13 | · | 1 | · | · | 11 | · | -2
Cc1cc(C(=O)OCC(=O)N2c3ccccc3CC2C)c(C)o1 (stereo unspecified) | -4 | · | · | -1 | 1 | · | 2 | ·
Cc1ccc(C2=NN(C(=O)CCl)C(c3ccco3)C2)o1 (stereo unspecified) | -5 | 1 | -23 | · | 13 | -16 | · | -1
O=C(CN1C(=O)/C(=C/c2ccco2)SC1=S)Nc1ccc(C(=O)O)c(O)c1 | 16 | 17 | 0 | -4 | 13 | 12 | 1 | 3
O=[N+]([O-])c1ccc(Sc2nccn2Cc2ccccc2)cc1 | -2 | -7 | · | -4 | 2 | · | 5 | ·
O=C(C[C@@H]1C[C@H]2c3cc(NC(=O)c4cccnc4)ccc3O[C@H]2[C@@H](CO)O1)NCCc1ccccc1 | 1 | -4 | 2 | 0 | -6 | 0 | 11 | 16
COc1ccc(C(C#N)N2CCC(c3ccccc3)=N2)cc1 (stereo unspecified) | -2 | 3 | -10 | -4 | -4 | -33 | -6 | -9
CC(C)NC(=O)N[C@H]1CC[C@H](CCn2cc(-c3ccc(F)cc3)nn2)O[C@H]1CO | 25 | 9 | 7 | -1 | 26 | 19 | 2 | 13
COC(=O)c1ccc(S(=O)(=O)c2ccccc2)c(N)c1 | -4 | 7 | · | -4 | -1 | 26 | -4 | ·
Cc1cc(C)nc(NCC(O)COc2ccccc2C)n1 (stereo unspecified) | -1 | -18 | · | 4 | -6 | · | 0 | ·
C[C@H](CO)N1C[C@H](C)[C@H](CN(C)S(=O)(=O)c2ccc(Cl)cc2)OCCCC[C@H](C)Oc2ccc(NC(=O)c3ccccc3)cc2C1=O | -18 | · | 11 | -2 | 2 | 33 | 1 | 0
COCCNC(=O)c1cc2c(=O)n(C)c3ccccc3c2n1C | -1 | 2 | 21 | 2 | · | 2 | 1 | 5
COc1ccc(S(=O)(=O)N2CCSC2C)cc1C (stereo unspecified) | -3 | 27 | 0 | -4 | -6 | -17 | 0 | 16
Cc1cccc(NC(=O)N2CCCCCC2)c1 | -5 | -6 | 22 | 2 | 4 | -85 | 0 | -26
C[C@@H]1CN([C@@H](C)CO)C(=O)c2cc(C#CCN(C)C)cnc2O[C@@H]1CN(C)C(=O)c1ccc(F)cc1 | 3 | 0 | 2 | 0 | 7 | · | 39 | 8
O=C(CCCc1ccccc1)Nc1ccccn1 | -7 | 4 | -4 | 9 | 5 | -66 | -27 | -7
O=C(NCCN1CCOCC1)C(=O)NCC1OCCCN1S(=O)(=O)c1ccc(F)cc1 (stereo unspecified) | -4 | 3 | -13 | 3 | 8 | -2 | -3 | 16
C[C@H](CO)N1C[C@H](C)[C@@H](CN(C)Cc2ccccn2)Oc2ncc(-c3cccc(F)c3)cc2C1=O | 33 | -1 | 7 | -2 | -18 | -1 | 3 | 7
CCC(=O)c1ccc(OC)c(OC)c1O | -4 | 2 | -1 | 2 | 6 | -28 | -3 | -19
CC1CCCC(NC(=O)CSc2cccc[n+]2[O-])C1C (stereo unspecified) | · | -2 | 12 | 2 | · | -4 | 0 | -3
CCCC#Cc1cnc2c(c1)C(=O)N([C@H](C)CO)C[C@H](C)[C@H](CN(C)S(=O)(=O)c1cccc(OC)c1)O2 | -5 | 23 | -11 | -2 | -3 | 26 | 2 | 4
CS(=O)(=O)N1CC(=O)N2[C@@H](CO)[C@H](c3ccc(C#CCC4CCCC4)cc3)[C@@H]2C1 | · | · | 6 | · | -12 | -2 | · | 1
COc1cccc(-n2c(C)nn(C)c2=O)c1 | -7 | · | · | 0 | -3 | · | -1 | ·
COc1ccc(/C=N\NC(=O)CC(=O)Nc2cccc(Cl)c2)cc1OC | -3 | · | 38 | · | · | -5 | · | -12
CCCN1CCN(C(=O)CS(=O)(=O)Cc2nc(-c3cccc(OC)c3)oc2C)CC1 | 10 | 5 | 30 | 1 | 1 | 6 | 1 | -15
O=C(C[C@@H]1C=C[C@@H](NC(=O)C2CC2)[C@H](CO)O1)Nc1nccs1 | 11 | 1 | 6 | 1 | 0 | -7 | 3 | 5
C[C@@H]1CN([C@H](C)CO)C(=O)c2cc(NC(=O)Nc3ccccc3)ccc2O[C@@H](C)CCCCO[C@@H]1CN(C)S(=O)(=O)c1ccc(Cl)cc1 | 4 | · | 14 | -1 | -2 | 7 | 3 | 5
COC(=O)c1ccc(CNC(=O)c2cc(S(=O)(=O)NCc3ccccc3)ccc2C)cc1 | · | -7 | -42 | -5 | -3 | 2 | 0 | 0
Cc1ccc(C(C)C)c(OCc2nnc(SCC(=O)Nc3ncc(C)s3)n2C)c1 | -1 | 30 | · | -4 | 3 | · | -2 | ·
C[C@H]1CN([C@@H](C)CO)C(=O)c2cc(NS(=O)(=O)c3ccc(F)cc3)ccc2O[C@H]1CN(C)C(=O)Nc1ccc(C(F)(F)F)cc1 | 1 | -4 | -12 | 4 | 3 | -19 | -2 | 4
COC(=O)c1cc(C)ccc1/C=C1/Cc2c(C)cc(C)cc2C1=O | -2 | · | -2 | · | 4 | -8 | · | 1
CCN(C[C@H]1N[C@@H](CO)[C@H]1c1ccc(C2=CCCC2)cc1)C(=O)c1ccccc1 | -8 | -38 | -17 | 0 | -19 | 20 | 2 | 4
O=C(Nc1ccc(Nc2ccccc2)cc1)c1ccc(Cl)c([N+](=O)[O-])c1 | 13 | -10 | -6 | -2 | · | 22 | -2 | -4
C[C@@H](O)C#Cc1cnc2c(c1)C(=O)N([C@@H](C)CO)C[C@H](C)[C@@H](CN(C)C(=O)CN(C)C)O2 | -6 | · | 4 | 1 | 5 | · | -5 | -26
COC(=O)/C=C1/SC(=NC(=O)c2ccc(OC)cc2)NC1=O | 11 | 10 | -16 | -1 | 8 | -1 | 0 | -2
COc1ccc(S(=O)(=O)N(C)CC(=O)NCCCn2ccnc2)cc1Cl | 3 | -3 | 17 | 3 | · | 0 | 0 | 18
C[C@H]1[C@H](C)CC[C@]2(C(=O)O)CC[C@]3(C)C(=CC[C@@H]4[C@@]5(C)C[C@@H](O)[C@H](O)C(C)(C)[C@@H]5CC[C@]43C)[C@H]12 | -7 | 19 | · | 10 | · | · | 4 | ·
CCC1=Nc2cc(C(=O)NCCN3CCCC3)ccc2Sc2ccccc21 | 27 | -10 | 139 | -3 | 8 | -4 | -2 | -4
O=C(Oc1cccc(Oc2ccccc2)c1)N1CCOCC1 | -1 | 13 | · | 0 | 4 | · | 14 | ·
CCCCC(=O)N/N=C/c1ccc(-c2ccc([N+](=O)[O-])cc2)o1 | -4 | · | 7 | · | -1 | -13 | · | -12
CC1(C(=O)Nc2ccc(F)cc2F)CCN1C(=O)Cc1ccccc1Cl (stereo unspecified) | · | -4 | 1 | 7 | -10 | -1 | 1 | 11
O=C(CNC(=O)c1cccs1)Nc1ccc(N2CCOCC2)cc1 | · | 2 | 33 | 0 | 0 | -28 | 1 | -12
COC(=O)N1CCCCC1c1cc(C(=O)NCc2cccnc2)no1 (stereo unspecified) | · | -10 | 6 | -7 | 13 | -16 | 3 | 7
Cc1ccc(-c2nc(N)sc2-c2ccc(C)cc2)cc1 | 0 | · | -36 | · | · | -8 | · | -12
CCOc1ccccc1C(=O)N/N=C/c1cccc2cccnc12 | 72* | 15 | · | 2 | 5 | · | 1 | ·
CC(C)N(C(=O)CN1C(=O)NC(c2ccccc2)(c2ccccc2)C1=O)C(C)C | -4 | -8 | -8 | -5 | 0 | 9 | -1 | 19

(next part)
canonical_smiles | ARNT-TACC3 inh | Statin myotox sup | GSIS activator | PglD DTNB | PGC1a acetyl inh | PAX8 reporter | Cneo AK release | LGR2 antag
CC(C)N(CC#CCC(O)(c1ccccc1)C1CCCC1)CCO (stereo unspecified) | 5 | · | -22 | · | · | -24 | · | -1
CCn1nc(C(=O)OCC(=O)NC(C)C)c2ccccc2c1=O | -5 | · | 13 | · | -4 | -5 | · | 18
COc1ccc(CN(C)C[C@@H]2OCCCC[C@@H](C)Oc3ccc(NC(=O)NC4CCCCC4)cc3C(=O)N([C@@H](C)CO)C[C@H]2C)cc1 | 3 | · | -9 | -1 | -27 | · | 2 | 11
Cc1[nH]c2ccccc2c1/C=N/Nc1nc(Nc2ccccc2)nc(N2CCOCC2)n1 | 6 | · | -32 | 1 | · | 27 | -1 | ·
